# Tb PGK inh = qHTS Assay to Find Inhibitors of Phosphoglycerate Kinase; Potency, µM (highest dose often 57.5 µM), for the others: at the highest dose activity change, negative = inhibition, usual class: inhibitors; actives 0.043% (n = 380,000); Phosphoglycerate kinase, glycosomal (Trypanosoma brucei brucei), P07378; AID 602233, 2012; PGK/GAPDH coupled, Kinase-Glo luminescence, 60 min; further: on the % scale 0 is the no-effect control and ±100 the full control effect; nearly all actives have a fitted effect of over 60% in size
# Target sequence (P07378 whole entry, looked up): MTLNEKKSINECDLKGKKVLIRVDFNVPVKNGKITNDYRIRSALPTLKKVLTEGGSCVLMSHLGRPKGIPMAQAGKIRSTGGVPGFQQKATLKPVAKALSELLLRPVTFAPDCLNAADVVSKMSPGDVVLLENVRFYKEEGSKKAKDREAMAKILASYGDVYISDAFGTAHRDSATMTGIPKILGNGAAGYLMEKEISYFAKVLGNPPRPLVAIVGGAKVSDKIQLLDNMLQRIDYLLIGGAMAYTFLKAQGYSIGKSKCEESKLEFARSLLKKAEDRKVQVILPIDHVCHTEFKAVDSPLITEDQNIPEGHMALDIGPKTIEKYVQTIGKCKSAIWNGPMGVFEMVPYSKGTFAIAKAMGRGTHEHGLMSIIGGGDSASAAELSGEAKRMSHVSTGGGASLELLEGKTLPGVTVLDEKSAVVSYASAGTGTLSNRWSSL
#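 Recombinant glycosomal PGK reaction used 1,3-bisphosphoglycerate generated in-well by GAPDH (100nM final) in 100mM TEA pH 7.6, 5mM MgCl2, 0.01% Tween-20. After 60 minutes at room temperature, ATP was read by Kinase-Glo Plus luminescence end-point.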
# GLS inhibitor = qHTS for Inhibitors of Glutaminase (GLS); Glutaminase kidney isoform, mitochondrial (Homo sapiens), O94925; GLS enzymatic activity, qHTS titration; Potency, µM (doses to about 45.5 µM), for the others: at the top dose activity change, negative = inhibition, most hits filed as inhibitors; actives 0.21% (n = 410,000); AID 624170, 2012; further: on the % scale 0 is the no-effect control and ±100 the full control effect
#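 Assay buffer: 45 mM KH2PO4 pH 8.2, 0.02% Tween-20. hKGA acts on L-glutamine (1 mM solution added); product glutamate is reported by an oxidase/peroxidase Amplex Red coupling, with fluorescence taken at baseline and 30 min.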
# ALOX12 inh = Primary qHTS assay for inhibitors of human arachidonate 12S-lipoxygenase (ALOX12): Round 2; Polyunsaturated fatty acid lipoxygenase ALOX12 (Homo sapiens), P18054; purified 12hLO, xylenol orange hydroperoxide absorbance; Potency, µM (series often up to 108 µM), inactives show at the highest dose activity change, negative = inhibition, hits mostly inhibitors; actives 1.1% (n = 580,000); AID 1671190, 2021; further: on the % scale 0 is the no-effect control and ±100 the full control effect
#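 Hydroperoxide product was detected by ferrous iron/xylenol orange as the 573 to 405 nm absorbance ratio. Arachidonic acid at 40 uM (final) was turned over for 30 min at room temperature by 150 nM human 12hLO, pH 7.0 Hepes buffer, after 15 min compound preincubation.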
# RGS4 inh = Inhibitors of Regulator of G Protein Signaling (RGS) 4: qHTS; actives 0.039% (n = 390,000); Transcreener GDP fluorescence polarization, RGS4-accelerated GTP hydrolysis; Regulator of G-protein signaling 4 (Homo sapiens), P49798; Potency, µM (series often up to 114 µM), without a hit: top-dose activity change, negative = inhibition, usual class: inhibitors; further: on the % scale 0 is the no-effect control and ±100 the full control effect; nearly all actives have a fitted effect of over 75% in size; some results filed as inactive show a strong effect at the top dose
# Target sequence (P49798 whole entry, looked up): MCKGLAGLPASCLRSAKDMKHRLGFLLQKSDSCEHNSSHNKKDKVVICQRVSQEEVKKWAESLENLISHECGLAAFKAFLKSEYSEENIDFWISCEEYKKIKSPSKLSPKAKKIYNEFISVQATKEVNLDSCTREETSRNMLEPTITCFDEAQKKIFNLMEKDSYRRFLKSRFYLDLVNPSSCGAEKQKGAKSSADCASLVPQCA
#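 MLSMR compounds (23 nl, pin-transferred) preincubated 10 min at room temperature with a 500nM (2x) first reagent, then RGS4 at 900nM (2x) plus Transcreener GDP mix added; fluorescence polarization (620/688 nm) read before and after 90 min at 30 °C.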
# JMJD2A Tudor = qHTS Assay for Inhibitors of JMJD2A-Tudor Domain | Lysine-specific demethylase 4A (Homo sapiens), O75164 | actives 4.4% (n = 390,000) | AlphaScreen JMJD2A-Tudor / H3K4me3 peptide binding | Potency, µM (top dose mostly 114 µM), for the others: top-dose activity change, negative = inhibition, actives largely listed as inhibitors; further: on the % scale 0 is the no-effect control and ±100 the full control effect; nearly all actives have a fitted effect of over 50% in size
# rTrxR1 inhibitor = qHTS Assay for Inhibitors of Mammalian Selenoprotein Thioredoxin Reductase 1 (TrxR1): qHTS; Thioredoxin reductase 1, cytoplasmic (Rattus norvegicus), O89049; recombinant rTrxR1, NADPH fluorescence consumption, selenite substrate; Potency, µM (doses to about 114 µM), for inactives: at the highest dose activity change, negative = inhibition, most hits filed as inhibitors; actives 1% (n = 390,000); further: on the % scale 0 is the no-effect control and ±100 the full control effect; nearly all actives have a fitted effect of over 65% in size
#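 Rat TrxR1 (90 nM in the dispensed reagent) was pre-reduced with 400 uM NADPH for 5 min at room temperature, then incubated with compound for 15 min. After 400 uM selenite was added, NADPH fluorescence (Ex 340/Em 450 nm) was followed for 8 min.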
# ERG Ets-DNA blk = qHTS for Small Molecule Inhibitors of the ERG Ets/DNA interaction; fluorescence polarization, His-ERG Ets domain / labelled DNA; Potency, µM (doses to about 76.9 µM), without a hit: at the top dose FP activity, negative = inhibition, hits mostly inhibitors; actives 0.028% (n = 370,000); AID 624246, 2012; active means well fitted inhibition curve with a large enough effect in the polarisation, with a control signal flat; inconclusive means small, poorly fitted or top-dose-only effect, or effect the other way, or a change in a side signal; inactive means no such curve, though single readings can be large or run the other way; the % refers to the polarisation;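 further: polarization taken with two DNA probes labelled with fluorescein and Texas red; % of control where 0% means no effect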
#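 His-tagged ERG Ets domain (1 uM in the protein solution; 300mM KCl, 50mM Tris-HCl, 1mM EDTA, 1mM DTT, pH 7.5) received compound, then a probe mix of 5 nM fluorescein-DNA and 100nM Texas-615-DNA. Fluorescence polarization was read for both dyes.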
# HP1b binding inh = HTS for Inhibitors of HP1-beta Chromodomain Interactions with Methylated Histone Tails; AID 540317, 2011; Chromobox protein homolog 1 (Homo sapiens), P83916; actives 0.56% (n = 390,000); AlphaScreen HP1-beta / biotin-H3K9me3 peptide binding; Potency, µM (doses to about 114 µM), without a hit: top-dose activity change, negative = inhibition, most hits filed as inhibitors; further: nearly all actives have a fitted effect of over 70% in size; inactives centre near 23
# Target sequence (P83916 whole entry, looked up): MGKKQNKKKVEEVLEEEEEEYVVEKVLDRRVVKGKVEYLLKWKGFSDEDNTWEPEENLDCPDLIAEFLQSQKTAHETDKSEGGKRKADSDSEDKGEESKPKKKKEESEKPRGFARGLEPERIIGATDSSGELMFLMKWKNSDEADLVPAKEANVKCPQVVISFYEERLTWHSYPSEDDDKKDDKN
#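 HP1-beta protein (50 nM final) preincubated 30 min at room temperature with biotinylated H3(1-18)K9me3 peptide (50 nM) in PBS pH 7.4, 0.01% Tween-20, then compound added for 30 min. AlphaScreen streptavidin donor/nickel chelate acceptor beads (10 ug/mL final), 30 min dark, luminescence read.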
# Pin1 inhibitor = qHTS Assay to Find Inhibitors of Pin1; Potency, µM (top dose mostly 115 µM), for the others: top-dose activity, negative = inhibition, actives largely listed as inhibitors; actives 0.009% (n = 390,000); Peptidyl-prolyl cis-trans isomerase NIMA-interacting 1 (Homo sapiens), Q13526; Pin1 FP peptide displacement, HiFluor488, 10 min; active means well fitted inhibition curve with a large enough effect in the polarisation, with a control signal flat, not every such curve was filed as active; inconclusive means small, poorly fitted or top-dose-only effect, or effect the other way, or a change in a side signal; inactive means no such curve, though single readings can be large or run the other way; the % refers to the polarisation; further: on the % scale 0 is the no-effect control and ±100 the full control effect
# Target sequence (Q13526 whole entry, looked up): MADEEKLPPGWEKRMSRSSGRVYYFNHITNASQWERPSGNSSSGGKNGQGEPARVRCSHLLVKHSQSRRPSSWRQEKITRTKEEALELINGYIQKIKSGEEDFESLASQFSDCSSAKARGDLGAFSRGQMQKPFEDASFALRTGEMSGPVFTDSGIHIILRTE
# Numbers without * were called inactive; i = inactive; ? = inconclusive; · = no result given; & = joins results of further samples; [ ] = remark or other dose. Unless noted, the call rests on the fitted dose curve; in most records, active means well fitted curve in the direction sought with a large enough effect; inconclusive means small, poorly fitted or top-dose-only effect, or another doubt; inactive means no such curve, though single readings can be large; an effect the other way counts as inactive or inconclusive. Potency means the concentration at half of the fitted maximal effect. This is a subset; rates above refer to the full screens.
SMILES,Tb PGK inh,GLS inhibitor,ALOX12 inh,RGS4 inh,JMJD2A Tudor,rTrxR1 inhibitor,ERG Ets-DNA blk,HP1b binding inh,Pin1 inhibitor
O=C1COc2ccc3ccccc3c21,-2.4%,-1.3%,58.9%[activator],17.4%,-7.7%,-3.2%[57.1 µM],-0.8%,12.8%,1.2%
Cc1cc(C)cc(N2C(=O)CS(=O)(=O)C23C(=O)N(Cc2ccc(F)cc2)c2ccc(C)cc23)c1 (stereo unspecified),-9.4%,0.6%,?,2.8%,-15.9%,15.5%,-2.7%,13.6%,28.8%
COc1ccc(S(=O)(=O)NCC2CCCN(C(=O)c3cccnc3C)C2)cc1 (stereo unspecified),-3.8%,0.8%,-1.6%&-0.8%,27.4%,-2.1%,33.3%,-4.4%,25.3%,6.7%
COc1cc(F)c(C(=O)NC(C)(C)CO)cc1OC,i,4.7%,1.0%,1.4%,-17.5%,28.5%[57.1 µM],·,31.9%,-0.6%
CC(C)n1c(N2CCN(C(=O)NCc3ccccc3)CC2)nc2ccccc21,-0.8%,-18.5%,40.7%[activator],-13.0%,4.3%,4.3%[57.1 µM],-1.2%,34.6%[activator],-2.8%
C=C(C)CNC(=O)c1ccc(OC2CCN(S(=O)(=O)N(C)C)CC2)cc1,i,-4.4%,2.7%,13.7%,-20.1%,16.1%[57.1 µM],0.8%,14.5%,-7.4%
CSc1ncccc1C(=O)Nc1ccc2c(c1)OCO2,-4.1%,-1.5%,-11.8%,-19.3%,-12.9%,12.1%,·,25.9%,2.7%
Cc1cccn2c(CNCC(C)Oc3cccnc3)c(C(=O)N3CCOCC3)nc12 (stereo unspecified),-1.8%,-2.6%,?,-8.2%[56.9 µM],-6.1%,?,-11.7%,75.6%[activator],-4.4%
COC(=O)c1c(NC(=O)CN(c2ccc(C)c(C)c2)S(C)(=O)=O)sc2c1CCCC2,i,2.9%,0.0%,-27.7%,-25.0%,-6.9%,·,13.2%,-2.3%
CC(=O)N(C)c1nc(N)n(-c2ccccc2)n1,·,-6.0%,7.2%,-0.4%,-8.2%,-1.9%,-10.3%,60.8%[activator],-1.7%
CN(C(=O)COC(=O)c1ccc([N+](=O)[O-])cc1Cl)C1CCCCC1,-3.6%,-0.4%,-12.5%,-5.4%,-22.6%,3.6%,-0.7%,7.5%,-1.8%
O=C(OCc1c(-c2ccccc2)ncc2ccccc12)c1ccccc1C(F)(F)F,-6.2%,5.9%,?,9.3%,-11.6%,12.7%,12.8%,46.5%[activator],18.9%
O=C(c1ccco1)N1CCN(S(=O)(=O)c2ccc(S(=O)(=O)NC3CCCC3)cc2)CC1,·,-8.3%,-7.0%,-6.9%,-4.3%,14.2%,-12.2%,37.1%,0.6%
CCOc1cc(C2C(C#N)=C(N)Oc3n[nH]c(-c4ccccc4)c32)ccc1O (stereo unspecified),i,55.0%[activator],?,-26.7%,-33.1%,16.2%[57.1 µM],2.7%,-1.3%,-3.2%
CC(C)=Cc1oc2ccc([N+](=O)[O-])cc2c1N1CCOCC1,-9.7%,4.0%,4.2%,15.1%,-19.7%,-12.2%,5.6%,27.8%,-2.7%
Cc1ccc(NC(=O)C2(c3ccccc3)CCOCC2)cc1,i,9.8%,9.5%,?,50.1µM*,5.8%[57.1 µM],-10.8%,-5.8%,1.8%
C=CCn1c(C)nnc1SCC(=O)NC1CCCCC1,-0.3%,19.3%,1.3%,13.6%,-12.5%,-3.8%,6.4%,10.0%,-1.3%
COc1ccc(CCNC(=O)COc2ccc(S(=O)(=O)NC3CCCCC3)cc2Cl)cc1OC,-4.4%,-3.3%,20.9%,-11.6%,-20.4%,-6.6%,-3.1%,20.4%,28.8%
CCOC(=O)C1=C(CS(=O)(=O)c2ccccc2)NC(=O)NC1c1ccccc1 (stereo unspecified),-0.7%,-26.6%,-8.9%,1.2%,-11.4%,2.5%,2.2%,19.5%,11.0%
CS(=O)(=O)c1ccc(C(=O)NCC(c2ccco2)N2CCCCC2)cc1 (stereo unspecified),0.6%,-0.9%,0.6%,0.9%,-3.5%,14.1%[57.1 µM],-4.4%,29.7%,4.0%
CCCCOC(=O)c1c(C)oc2c1cc(NS(=O)(=O)c1cc(OC)ccc1OC)c1ccccc12,i,3.0%,-26.6%,12.2%,-31.3%,30.6%,10.0%,6.0%,36.9%[activator]
O=S(=O)(c1cc(F)ccc1F)N1CCC2(CC1)OCCN2S(=O)(=O)c1ccccc1,-0.9%,6.5%,4.4%,13.4%,-7.2%,5.1%[57.1 µM],8.7%,8.2%,3.9%
COc1ccccc1N(CC(=O)NC1CCCCC1)S(=O)(=O)c1ccccc1,-5.6%,-16.6%,-8.3%,-4.9%,-6.3%,3.7%[57.1 µM],-5.4%,54.9%[activator],-4.8%
CCOC(=O)c1ccc(NC(=O)c2nc(S(=O)(=O)Cc3ccccc3)ncc2Cl)cc1,-9.4%&12.8%,?,-0.6%&-1.1%,?,-16.0%,6.31µM*,7.6%&-6.1%,-11.3%[57 µM],26.2%&-3.8%
CC[C@]12c3[nH]c4ccccc4c3CCN1C(=O)C(CC(=O)NCC13CC4CC(CC(C4)C1)C3)C[C@@H]2C(=O)N1CCN(C(=O)C2CC2)CC1 (stereo partly specified),-4.1%,-6.7%,-2.8%,-6.0%,-26.0%,2.1%,-14.3%,17.3%,0.3%
CCOC(=O)c1c(C)[nH]c(C(=O)OCC(=O)Nc2sccc2C(N)=O)c1C,4.7%,-0.3%,?,5.2%,-5.5%,20.3%,-4.1%,16.6%,55.9%[activator]
CCCCN1CC(c2nc3ccccc3n2CCCCOc2ccc(C)cc2C)CC1=O (stereo unspecified),4.2%,-3.7%,-17.3%,-0.3%,-6.0%,2.7%,3.5%,32.2%,-5.4%
O=C(Nc1cccc(Cl)c1)c1nc[nH]c1C(=O)NCCN(CCNC(=O)c1[nH]cnc1C(=O)Nc1cccc(Cl)c1)CCNC(=O)c1[nH]cnc1C(=O)Nc1cccc(Cl)c1,-1.5%,1.5%,-10.6%,-1.1%,-16.4%,13.4%,-4.3%,60.9%[activator],1.9%
Cc1cc(Nc2cccc(Cl)c2)nc2ccc(NC(=O)COc3ccc(Cl)cc3)cc12,-9.4%,-13.4%,0.0%,-7.6%,3.0%,6.4%,1.1%,37.1%,23.4%
CCCCOC(=O)Nc1ccccc1C(=O)N1CCCC1,2.9%,0.4%,26.4%,-8.2%,2.7%,19.0%,3.5%,4.0%,-10.7%
CC(C)Oc1ccc(CNS(=O)(=O)c2cnc(N)nc2)cc1,0.4%,4.6%,0.0%,-2.7%,-12.3%,1.0%[57.1 µM],-0.5%,21.7%[57 µM],-1.4%
c1cncc(CNc2ncnc3ccc(-c4ccc5c(c4)OCO5)cc23)c1,-8.9%,-0.8%,-10.3%,-11.1%,-21.7%,1.5%[57.1 µM],·,12.1%,9.4%
COc1ccc(Cn2c(O)c(C=Nc3ccccc3C(=O)O)c3ccccc3c2=O)cc1,-12.2%,2.3%,3.4%,?,-33.8%,-3.8%,3.5%,-10.6%,-20.1%
CCOC(=O)N1CCN(c2c(N3CCN(c4ccc(OC)cc4)CC3)c(=O)c2=O)CC1,i,9.1%,0.2%[57.4 µM],4.7%,-8.3%,-3.4%,-18.6%,32.7%,-1.9%
CCOc1ccc(NC(=O)CCC(=O)Oc2ccc(C)cc2)cc1,i,7.9%,10.2%,-19.1%,13.4%,30.1%,20.0%,44.1%[activator],-6.2%
CCn1c(SCC(=O)Nc2ccccc2)nc2c([nH]c3ccccc32)c1=O,-3.2%,-13.5%,0.0%,6.6%,-15.5%,22.4%[57.1 µM],-1.9%,13.8%[57 µM],-1.8%
NS(=O)(=O)c1ccc(CNC(=O)c2cccc(Oc3ccccc3)c2)cc1,-4.2%,-8.4%,-15.7%,-0.8%,-5.6%,19.0%[57.1 µM],9.4%,-4.5%,1.0%
CCNS(=O)(=O)c1ccc(NC(=O)Cc2ccc(F)cc2)cc1,·,0.1%,0.1%,8.4%,-4.3%,11.9%,·,37.7%,-5.0%
CC(=O)NC(CC(=O)O)c1ccc([N+](=O)[O-])cc1 (stereo unspecified),-3.9%,3.9%,14.0%,-14.6%,-13.0%,16.8%,2.2%,28.8%,1.3%
CCOc1ccc(/C=N/NC(=O)c2ccc(F)cc2)cc1CN1CC2CC(C1)c1cccc(=O)n1C2 (stereo unspecified),-2.2%,10.8%,10.8%,-18.2%,-17.2%,5.7%,-1.5%,14.6%,-7.6%
